# Assay outcomes deposited in PubChem by Sanford-Burnham Center for Chemical Genomics.
# TIM10 inh = growth inhibitors of TIM10 yeast strain. AID 463195. S. cerevisiae TIM10 strain growth, BacTiter-Glo luminescence, 24 h. inhibition, % at 10 µM. 1.4% of 330,000 active;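 active means inhibition of 40% or more at the single tested concentration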;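 further: wild-type TIM10 isogenic control strain grown at permissive 25 °C; 0% = DMSO yeast wells and 100% = minimal medium wells without yeast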
# Mdm2-MdmX inh = disrupts the human Mdm2-MdmX interaction | SaOS-2 split-luciferase Mdm2/MdmX complementation, luminescence | inhibition, % at 8 µM | 3% of 330,000 active;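 active means inhibition of at least 50% at 8 µM in the primary screen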
# Target sequence (O15151 whole entry, looked up): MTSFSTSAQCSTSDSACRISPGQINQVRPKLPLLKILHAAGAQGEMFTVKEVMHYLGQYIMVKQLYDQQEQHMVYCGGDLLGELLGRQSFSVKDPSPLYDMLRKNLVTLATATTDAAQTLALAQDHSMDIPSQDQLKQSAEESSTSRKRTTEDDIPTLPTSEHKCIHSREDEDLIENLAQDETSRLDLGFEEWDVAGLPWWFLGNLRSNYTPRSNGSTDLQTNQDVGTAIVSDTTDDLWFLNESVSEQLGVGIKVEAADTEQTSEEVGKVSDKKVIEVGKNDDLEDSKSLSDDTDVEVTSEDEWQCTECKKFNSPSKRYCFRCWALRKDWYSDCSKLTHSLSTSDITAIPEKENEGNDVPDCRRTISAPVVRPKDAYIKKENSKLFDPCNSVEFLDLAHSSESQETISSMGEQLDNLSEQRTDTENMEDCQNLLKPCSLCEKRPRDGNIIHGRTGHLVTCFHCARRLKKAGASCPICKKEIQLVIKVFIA
# Target sequence (Q00987 whole entry, looked up): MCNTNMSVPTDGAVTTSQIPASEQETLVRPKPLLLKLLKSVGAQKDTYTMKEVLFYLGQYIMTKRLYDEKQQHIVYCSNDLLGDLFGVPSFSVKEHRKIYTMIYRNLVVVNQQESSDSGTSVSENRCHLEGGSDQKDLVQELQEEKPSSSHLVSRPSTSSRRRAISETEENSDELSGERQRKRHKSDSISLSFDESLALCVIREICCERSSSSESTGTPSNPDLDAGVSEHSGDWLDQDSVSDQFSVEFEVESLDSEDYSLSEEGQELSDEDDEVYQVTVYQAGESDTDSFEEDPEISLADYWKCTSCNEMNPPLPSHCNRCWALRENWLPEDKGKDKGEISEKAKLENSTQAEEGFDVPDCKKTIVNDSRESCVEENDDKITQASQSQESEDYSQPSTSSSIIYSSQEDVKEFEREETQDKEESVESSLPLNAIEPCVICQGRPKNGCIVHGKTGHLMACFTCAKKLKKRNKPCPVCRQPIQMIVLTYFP
# tim10-1 inh = growth inhibitors of tim10-1 mutant yeast | 2.2% of 330,000 active | S. cerevisiae tim10-1 ts strain growth, BacTiter-Glo, 24 h | AID 463190 | inhibition, % at 20 µM;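 active means inhibition of at least 40%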;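 further: mutant grown at 25 °C; 0% = DMSO wells with yeast and 100% = wells holding no yeast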
# UPR CHOP act = activators of apoptotic arm of unfolded protein response (CHOP); CHO-CHOP luciferase reporter, UPR activation, luminescence; percent of tunicamycin response over DMSO baseline; activation, % at 10 µM; 0.34% of 330,000 active; AID 449763;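 active means at 10 µM dose, activation of 40% or more, normalized to positive control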;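 further: 100% = tunicamycin at 10 µg/mL and 0% = DMSO alone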
#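 Assay system: CHO-CHOP cells, stable luciferase reporter of PERK-eIF2a-CHOP signalling / Buffer or medium: F12 plus 10% serum / Compound dosing: one dose, 10 µM in 0.5% DMSO / Times: 6 h compound treatment, 37 °C / Technique: luciferase luminescence / Read-out: % reporter activation, DMSO baseline versus tunicamycin full activation / Benchmarks: tunicamycin and DMSO controls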
# tim23-1 inh = growth inhibitors of tim23-1 mutant yeast; S. cerevisiae tim23-1 growth, BacTiter-Glo luminescence, 24 h; inhibition, % at 20 µM; 1.3% of 330,000 active; AID 463212;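 active means growth inhibition of the mutant yeast at or above 50%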;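 further: temperature-sensitive mutant grown at 25 °C; plate controls were DMSO-treated mutant yeast for no effect and medium wells lacking yeast for full effect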
# APJ antag = blocks the human apelin receptor APJ; P35414; CHO-K1 APJ beta-arrestin complementation, luminescence; inhibition, % at 20 µM; 0.32% of 330,000 active; AID 2521;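 active means inhibition above about 40% at 20 µM, limit read from the data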;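 further: cells challenged with 10 nM apelin-13 agonist together with compound; plate controls were apelin-13 plus DMSO wells for no effect and DMSO wells lacking apelin-13 for full effect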
# XBP1 UPR activ = activators of adaptive arm of unfolded protein response (XBP1). CHO-XBP1 luciferase reporter, IRE1-XBP1 UPR activation, luminescence; percent of tunicamycin response, DMSO as zero. activation, % at 20 µM. 0.33% of 330,000 active;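 active means versus positive control, 20 µM dose yields 30% or more activation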;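 further: 100% = tunicamycin at 10 µg/mL and 0% = DMSO only wells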
#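 Test system: CHO-XBP1 luciferase reporter cells | Buffer or medium: Serum-containing F12 medium, 10% FBS | Schedule: 6 h compound exposure at 37 °C, 5% CO2 | Detection: Steady-Glo luciferase glow luminescence, 10 min after reagent addition | Read-out basis: Activation, % of tunicamycin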
# CXCR6 block = CXCR6 (human) receptor inhibition | 0.36% of 360,000 active | inhibition, % at 20 µM | AID 602244 | CHO-K1 PathHunter CXCR6 beta-arrestin, luminescence; in the data active means inhibition above about 34%, passing the limit was not always enough;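 further: antagonist mode with CXCL16 agonist at 10 nM final; 0% = 10 nM CXCL16 with DMSO and 100% = unstimulated wells without agonist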
# APJ ag = activates the human apelin receptor APJ; P35414; CHO-K1 APJ PathHunter beta-arrestin, luminescence; 0% DMSO wells, 100% apelin; activation, % at 20 µM; 0.11% of 330,000 active; AID 2520;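 active means activation more than six SD over the plate average, tested at 20 µM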;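 further: 0% = DMSO alone and 100% = apelin-13 at 10 nM; some results filed as inactive read as strong as hits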
#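 Incubation: overnight seeding, 90 min compound at 25 °C, 1 h detection; test system: PathHunter CHO-K1 APJ (AGTRL-1) beta-arrestin reporter cells; amount: 1000 cells/well; doses: one dose, 20 µM compound, 1% DMSO; measured by: beta-gal luminescence; measure: agonist-driven arrestin binding to APJ; benchmarks: negative DMSO alone, positive Apelin-13 at 10 nM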
# Numbers without * were called inactive. Only part of the results is shown; count on the stated rates, not on these rows.
structure	TIM10 inh	Mdm2-MdmX inh	tim10-1 inh	UPR CHOP act	tim23-1 inh	APJ antag	XBP1 UPR activ	CXCR6 block	APJ ag
COc1ccc(OC)c(S(=O)(=O)Nc2cc3c4c(c2)CCC(=O)N4CCC3)c1	8	-23	-2	0.7	-22	9	-1	-6	3
Cc1cc(C)c(OCC(=O)OCC(=O)NCC2CCCCC2)c(C)c1	10	19	8	1.4	28	10	-4	1	7
CCOc1ccc(C(CC(=O)O)NC(=O)c2cccs2)cc1 (configuration not stated)	-1	-15	10	0.3	2	6	0	-10	-2
Cc1ccc(NC(=O)CN(C)C(=O)Cn2c(=O)oc3ccccc32)cc1	14	7	11	-1.5	15	-2	0	5	0
CC(=O)NCCN1C(=O)S/C(=C\c2cccs2)C1=O	13	10	11	1.7	9	-13	0	0	-1
Cc1ccc(C(=O)N2C(CC(=O)Nc3ccc(Cl)cc3)C(=O)NC3CCCCC32)cc1 (configuration not stated)	-22	54*	5	1.7	16	-4	0	-10	0
C=CCN(CC=C)C(=S)NC(=O)c1ccc(C)c(Br)c1	39	43	35	-1.6	38	32	3	49*	-3
COc1ccc(OC)c(S(=O)(=O)N2CCCC(C(=O)N3CCCCCC3)C2)c1 (configuration not stated)	14	-1	25	1.1	25	10	-6	-8	-8
CCCCn1c(N)c(N(CC(C)C)C(=O)c2c(CC)noc2C)c(=O)[nH]c1=O	-1	9	2	-0.8	1	9	-2	-4	-1
O=C(NC(Nc1nc2ccc([N+](=O)[O-])cc2s1)(C(F)(F)F)C(F)(F)F)c1cccnc1	3	100*	15	1.0	15	14	0	14	-4
C/C(=N/NC(=O)c1ccc(Cl)s1)c1ccc(NC(=O)COc2ccc(Cl)cc2)cc1	10	78*	1	20	-18	-3	37*	-1	6
COC(=O)c1cc(NC(=O)CN2CCc3cc4c(cc3C2)OCCCO4)cc(C(=O)OC)c1	6	16	20	-0.3	35	13	-2	7	-5

# Record cards, as listed above.
# Shown for CCOc1ccc(C(CC(=O)O)NC(=O)c2cccs2)cc1 (configuration not stated) : TIM10 inh = -1; Mdm2-MdmX inh = -15; tim10-1 inh = 10; UPR CHOP act = 0.3; tim23-1 inh = 2; APJ antag = 6; XBP1 UPR activ = 0; CXCR6 block = -10; APJ ag = -2
# Shown for Cc1ccc(NC(=O)CN(C)C(=O)Cn2c(=O)oc3ccccc32)cc1 : TIM10 inh = 14; Mdm2-MdmX inh = 7; tim10-1 inh = 11; UPR CHOP act = -1.5; tim23-1 inh = 15; APJ antag = -2; XBP1 UPR activ = 0; CXCR6 block = 5; APJ ag = 0

# Carrying on:
structure	TIM10 inh	Mdm2-MdmX inh	tim10-1 inh	UPR CHOP act	tim23-1 inh	APJ antag	XBP1 UPR activ	CXCR6 block	APJ ag
COc1cccc(C(=O)N2CCN(Cc3ccc(OC)cc3OC)CC2)c1	-2	11	8	-1.8	-1	-28	-4	-2	1
OCC(CO)(CO)N=Cc1cc(Br)ccc1O	14	16	30	-3.0	59*	-3	-2	-2	0
CCOc1ccc(-c2cn(-c3ccc(OC)cc3)c(SC)n2)cc1	14	-115	9	4.7	23	-2	0	-1	1
COC(=O)CSc1nc2c(c(=O)n(C)c(=O)n2C)n1CCCc1ccccc1	13	16	4	-1.8	15	8	-3	-1	1
CC1(c2ccc3noc(-c4ccccc4)c3c2)OCCO1	8	0	13	0.0	-8	-25	4	-7	0
O=C(c1ccc(F)cc1)c1ccc(N2CCCCC2)cc1	12	-121	14	9.5	20	-1	-2	6	-2
COCCN(C(=O)COc1ccccc1C#N)c1c(N)n(Cc2ccccc2)c(=O)[nH]c1=O	-9	-1	-15	2.5	-3	23	-1	3	-2
Cc1cc(=O)[nH]c(SCC(=O)Nc2cccc(S(=O)(=O)N3CCOCC3)c2)n1	2	17	-11	-2.6	2	-2	-2	-3	-1
CC1(OC(=O)C2CCCC2)C(=O)C=C2C=C3CCCCN3C=C2C1=O (configuration not stated)	-8	1	-1	0.9	3	-7	0	-11	6
O=C(COc1ccc(Cl)cc1)Nc1cc2c3c(c1)CC(=O)N3CCC2	-12	33	3	0.0	20	25	-3	4	-4
CCOc1ccc(NC(=O)CN2CCN(CC(=O)Nc3cccc(F)c3)CC2)cc1	-2	-4	-6	-0.9	11	8	-2	0	4
Cc1ccccc1OCc1nnc2n1CC(C)S2 (configuration not stated)	-4	-29	12	-2.5	4	-7	0	0	-3
CCOC(=O)C1CCN(S(=O)(=O)c2cccc(-c3cn4cccc(C)c4n3)c2)CC1	50*	2	55*	-0.9	39	4	0	-6	2
CS(=O)(=O)Nc1cccc(C2=NN(C(=O)c3ccco3)C(c3ccco3)C2)c1 (configuration not stated)	11	28	-10	4.0	-1	14	-3	-12	7
Cc1ccc(NC(=O)Cn2cc(C(F)(F)F)cc(Cl)c2=O)cc1S(=O)(=O)N1CCCCC1	-3	11	-10	0.4	9	14	-4	-1	1
O=C(NCCCN1CCCC1=O)c1cc2c(s1)CCCCC2	-2	-8	-2	1.7	12	14	-2	8	-1
CN(CCc1ccccn1)C(=O)CCC1CCCN(C(=O)c2c(F)ccc(F)c2F)C1 (configuration not stated)	2	14	14	-0.9	9	10	-4	15	-6
Cc1c(N(C(=O)Cc2cccs2)C2(C(=O)NC3CCCC3)CCCCC2)c(=O)n(-c2ccccc2)n1C	9	13	6	1.5	15	15	-3	0	0
COc1ccc(S(=O)(=O)NCc2csc(C)n2)cc1	-12	12	-9	0.3	-2	-16	0	2	-3
CCC(C)[C@H]1CNCCN1CCc1cccc2ccccc12 (some centres not stated)	2	8	9	0.8	12	18	1	-10	0
CC(NC(=O)CSc1nc2ccccc2n1C)c1ccccc1 (configuration not stated)	-2	28	4	-1.0	11	21	3	1	1
Cc1ccc(C(=O)Nc2cc3c(oc2=O)CCCC3=O)cc1	1	-8	9	1.2	3	-5	7	7	-3
O=C1C2CC=C(Cl)CC2C(=O)N1CC1OCCc2ccccc21 (configuration not stated)	2	14	28	-3.0	26	8	2	3	-4
CCCn1nc(C(=O)Nc2ccc3nc(N4CCOCC4)sc3c2)ccc1=O	8	9	21	2.9	18	-12	-4	-13	9
COc1ccc(C(=O)Nc2ccc(NC(=O)c3cccc(F)c3)cn2)cc1	-8	14	-41	2.6	-15	14	-4	-6	2
Cc1cc2ccccc2c(=O)n1CC(=O)NCC(=O)N1CCN(c2ccccc2F)CC1	1	-20	17	-1.1	2	-5	1	0	-1
CN(C)c1ccc(CCc2ccc(N)cc2)cc1	-13	8	3	-2.6	2	-13	-2	-4	-4
FC(F)(F)c1cnc(-c2cnc(-c3ccncc3)nc2)c(Cl)c1	3	-16	9	4.9	20	-2	0	4	-3
CN(C)C(=O)CCC(=O)N(C)CC1CCCN(CCc2ccc(F)cc2)C1 (configuration not stated)	-1	9	9	1.7	6	-11	0	2	-2
CCCCC1=CC2=CC(=O)C(C)(OC(=O)CCc3ccccc3)C(=O)C2=CO1 (configuration not stated)	16	3	20	-1.0	22	9	-3	-2	10
Cc1nc2ccc(NC(=O)c3ccc([N+](=O)[O-])cc3[N+](=O)[O-])cc2s1	42*	-5	38	-2.5	40	-76	-3	-4	6
CCn1c(=O)n(CC(=O)N2CC(C)CC(C)C2)c(=O)c2ccccc21 (configuration not stated)	6	-4	2	-1.2	18	4	-1	-3	-2
CC(=O)c1ccc(NS(=O)(=O)Cc2ccccc2)cc1	-4	2	-6	-0.8	11	1	2	5	2
O=C(N[C@@H]1C/C=C\C[C@@H](CC(=O)N(CCO)Cc2ccccc2)C(=O)N[C@H](Cc2ccccc2)COC1=O)OCC1c2ccccc2-c2ccccc21	7	-28	13	-1.1	23	-2	5	8	-3
CCCc1cc(=O)[nH]c(SCC(=O)Nc2cc3c(cc2C(C)=O)OCO3)n1	4	13	12	-2.0	10	6	0	3	-1
COc1ccccc1C(=O)NCCC(=O)NNC(=O)C1COc2ccccc2O1 (configuration not stated)	-3	6	-15	0.5	-3	22	-2	-6	10
O=C(NC1CC1)C1CCN(Cc2cnn(-c3ccccc3)c2-n2cccc2)CC1	7	1	8	-2.6	-13	18	0	3	-4
COc1cccc(C(=O)NCC(=O)OCC(=O)NC2CCCCC2)c1	-6	7	-6	-1.5	-5	7	2	-9	-8
CC1(C)Cc2c(sc(NC(=O)C(=O)N3CCCC3)c2C(=O)O)CO1	2	-6	-16	2.1	-6	9	0	-3	4
O=C(COC(=O)CCCNC(=O)c1ccc(Cl)cc1)NCc1ccccc1Cl	2	9	14	0.6	0	1	-1	-7	7
C/C(=N/NC(=O)CNC(=O)C1COc2ccccc2O1)c1ccc([N+](=O)[O-])cc1 (configuration not stated)	12	14	-28	-0.3	5	2	-3	-1	4
C=CCNC(=S)NCc1ccc(CNC(=S)NCC=C)cc1	-32	-18	8	0.3	6	2	0	-3	-3
CCC(c1nnnn1C1CCCC1)N(Cc1cccs1)Cc1cc2cccc(C)c2[nH]c1=O (configuration not stated)	26	56*	32	6.1	34	-1	3	6	1
COc1ccc([C@@H]2CC(=O)c3c(O)cc(O[C@@H]4O[C@H](CO[C@@H]5O[C@@H](C)[C@H](O)[C@@H](O)[C@H]5O)[C@@H](O)[C@H](O)[C@H]4O)cc3O2)cc1O	5	-15	-9	1.0	3	15	-9	-6	-2
CCCCN(C(=O)c1cccc(N2C(=O)c3ccccc3C2=O)c1)c1c(N)n(CC(C)C)c(=O)[nH]c1=O	5	9	-5	-2.7	-13	-8	0	-7	-2
COCCNC(=O)C(c1ccc(F)cc1)N(Cc1ccco1)C(=O)CCC(=O)Nc1nccs1 (configuration not stated)	7	6	18	-1.2	3	-7	-1	5	-4
Cc1ccc(-c2nnc(OCCN3CCOCC3)c3ccccc23)cc1	14	11	9	1.4	1	5	0	-2	-3
COc1ccc(S(=O)(=O)N(C)C[C@H]2Oc3ccc(NS(=O)(=O)c4ccccc4)cc3CC(=O)N([C@H](C)CO)C[C@@H]2C)cc1	3	10	-9	-2.4	-1	5	-1	0	-2
COc1cccc(C(=O)N(Cc2ccco2)c2c(N)n(Cc3ccccc3)c(=O)[nH]c2=O)c1	5	9	0	0.6	34	0	0	4	-3
COc1ccc(C2N(c3ccc(F)cc3)C(=O)C3CCCN32)cc1 (configuration not stated)	4	1	-4	1.2	19	15	-3	-1	-4
CC(=O)N1c2ccccc2C(C)(C)C2CCC(C)CC21 (configuration not stated)	-8	12	28	-1.9	17	15	0	-2	-7
O=C(CN1CCN(c2ccccc2F)CC1)NCc1ccc(Cl)cc1	3	1	10	2.4	7	8	-1	13	-3
CC12CCC(=O)N1C(C(=O)OCc1c(Cl)cccc1Cl)CS2 (configuration not stated)	19	7	-10	0.6	30	19	-4	4	1
O=C(NCC(=O)N(c1ccc(F)cc1)C(C(=O)NC1CCCCC1)c1ccncc1)c1ccco1 (configuration not stated)	-8	24	0	1.2	-1	6	0	-1	-5
